From PubChem
TWEAK-Fn14 inh – inhibitors of TWEAK-Fn14 signaling, primary screen, luciferase reporter cells, uHTS. inhibition, % at 10 µM. TWEAK-stimulated Fn14 reporter cells, luciferase luminescence, 8 h. 360,000 compounds, 2% hits; in the data active means inhibition above about 50%
Peg3 promoter – Peg3 promoter-driven luciferase inhibitors, primary screen, cell-based, HeLa, luciferase luminescence. HeLa PEG-Prom luciferase reporter, overnight. inhibition, % at 20 µM. 360,000 compounds, 1.7% hits;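 active means inhibition of at least 50% at 20 µM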
aDG glyco act – activators of alpha-DG glycosylation, primary screen, uHTS, Pro5-aDG cells, AlphaScreen; alpha-DG glycosylation AlphaScreen (IIH6); 0% Pro5, 100% B10-LARGE cell signal; 360,000 compounds, 0.22% hits; activation, % at 10 µM;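 active means activation of at least 8% versus controls, or a plate z-score of at least 8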;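 further: Pro5 are CHO cells carrying HIG-tagged alpha-DG that lacks glycosylation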
KKLEB cytotox – cytotoxicity in KKLEB CF airway cells, primary screen, cytotoxicity control for CF NF-kB inhibitor project, cell-based, uHTS, fluorescence assay plates. activity change (cytotoxicity), % at 5 µM. KKLEB CF airway cells viability, ATPlite luminescence, overnight; active compounds read low; cells stimulated with P. aeruginosa culture filtrate. 360,000 compounds, 0.36% hits;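 active means corrected activity change at or below -50% at 5 µM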
HIF-2a block – HIF-2a reporter inhibitors, primary screen, luminescence, 786-0 RCC cells; AID 624352, 2012; inhibition, % at 18.8 µM; 786-0 RCC cells HIF-2a reporter, luciferase luminescence, overnight; 360,000 compounds, 0.72% hits;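 active means inhibition of the luminescence signal of 40% or more relative to plate controls, in a single-dose primary screen at 18.75 µM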
NR2E3 ag-1 – NR2E3 agonists in two-hybrid cells, primary screen, cell-based, luminescence, CHO-S, Gal4-NCOR/VP16-NR2E3. Photoreceptor-specific nuclear receptor (Homo sapiens), Q9Y5X4. luciferase. inhibition of corepressor binding, % at 3.98 µM. 360,000 compounds, 0.35% hits. AID 602229, 2012;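 active means inhibition above the mean of all tested compounds plus 3 SD, cut at about 70% in these data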;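 further: 0% = DMSO with NR2E3 transfected cells and 100% = cells lacking NR2E3 construct; higher means lower luciferase signal from less NR2E3 corepressor binding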
Target sequence (Q9Y5X4 whole entry, looked up, the tested form may be a part): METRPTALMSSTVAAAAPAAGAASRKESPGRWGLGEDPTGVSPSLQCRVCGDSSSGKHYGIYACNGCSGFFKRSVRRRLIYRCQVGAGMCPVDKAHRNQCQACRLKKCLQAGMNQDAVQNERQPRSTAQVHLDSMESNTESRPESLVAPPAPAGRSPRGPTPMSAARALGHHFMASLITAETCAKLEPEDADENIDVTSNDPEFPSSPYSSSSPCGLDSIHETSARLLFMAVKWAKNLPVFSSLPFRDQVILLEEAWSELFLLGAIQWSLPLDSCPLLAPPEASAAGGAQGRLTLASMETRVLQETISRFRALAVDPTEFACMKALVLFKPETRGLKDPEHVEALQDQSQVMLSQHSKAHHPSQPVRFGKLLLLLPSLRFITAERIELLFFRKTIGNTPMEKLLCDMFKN
CF NFkB inh – inhibitors of PAF-induced NF-kB signaling, primary screen, cell-based, GFP fluorescence, uHTS | AID 588850, 2011 | 360,000 compounds, 0.86% hits | KKLEB NF-kB-GFP reporter, GFP fluorescence overnight | inhibition, % at 5 µM;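 active means at least 50% inhibition at 5 µM, scaled per plate between neutral and stimulator controls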;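 further: PAF is a Pseudomonas aeruginosa culture filtrate used as stimulus; plate controls were PAF-stimulated DMSO wells for no effect and unstimulated DMSO wells for full effect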
iPSC survival up – enhancers of single-cell hiPSC survival, primary screen, ATPlite luminescence; survival enhancement, % at 20 µM; 360,000 compounds, 0.044% hits; 100% = ROCK inhibitor wells, 0% = DMSO; in the data active means survival enhancement above about 18%;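 further: cells exposed to compounds for 16 hours before the ATP read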
MITF TRPM1 inh – inhibitors of MITF-dependent TRPM1 promoter reporter, primary screen, cell-based, SK-MEL-5, single point, luciferase | SK-MEL-5 TRPM1 promoter luciferase, 24 h | 330,000 compounds, 0.83% hits | inhibition, % at 12.5 µM | AID 488899, 2010;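 active means mean inhibition across replicates of 60% or more, whatever share of single replicates reaches that level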; further: values of inactives mirror those of a sister screen read the other way
Shn3 3UTR inh – reduction of Shn3 3'UTR firefly luciferase signal, primary screen, Schnurri-3 inhibitor project, cell-based, Clone20 osteoblasts, set 2; Clone20 osteoblast Shn3 3'UTR firefly luciferase, 24 h; inhibition, % at 12.5 µM; AID 588674, 2011; 360,000 compounds, 0.52% hits;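 active means mean inhibition of at least 75% with every replicate also reaching 75%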;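 further: 0% = median of neutral control wells and 100% = pilot-screen positive control compound; some compounds past the cut are filed as inactive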
NR2E3 ag-2 – inhibitors of NR2E3-RetCOR corepressor binding, primary screen, NR2E3 agonist project, biochemical, TR-FRET, GST-NR2E3, biotin-RetCOR | AID 2300, 2010 | 320,000 compounds, 0.12% hits | inhibition of corepressor binding, % at 4.78 µM | Photoreceptor-specific nuclear receptor (Homo sapiens), Q9Y5X4 | 1536-well;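 active means percent inhibition above the cutoff of mean plus 3 SD of all tested compounds, set per screening campaign, cut at about 20% in these data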;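 further: 0% = DMSO wells and 100% = biotin wells as full block of FRET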
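Material: NR2E3–RetCOR corepressor complex / Incubation: Compound–protein incubation for 5 h at 4 °C / Dosing: compound at 4.8 µM, single dose / Detection: time-resolved FRET / Benchmarks: high control biotin, low control 0.6% DMSO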
An asterisk follows results filed as active; x = no result given.

mol	TWEAK-Fn14 inh	Peg3 promoter	aDG glyco act	KKLEB cytotox	HIF-2a block	NR2E3 ag-1	CF NFkB inh	iPSC survival up	MITF TRPM1 inh	Shn3 3UTR inh	NR2E3 ag-2
C[C@@H]1CN([C@H](C)CO)C(=O)CCCn2nncc2CO[C@H]1CN(C)Cc1ccc2cccnc2c1	6	15	-0.4	6	7	-25	-5	-1.2	x	-8	x
O=C(NC(=S)N1CCN(c2ccccc2)CC1)c1ccco1	-1	5	0.0	8	-16	1	-21	-0.7	-10	-23	x
COC(=O)COc1c(/C=C\c2nc(O)c([N+](=O)[O-])c(=O)[nH]2)cccc1OC	-9	12	0.0	19	13	-11	-4	-0.8	7	-21	3
CCOC(=O)C1CCCN(C(=O)Cn2cnc3c2c(=O)n(C)c(=O)n3C)C1 (centres undefined)	-3	12	0.1	-4	17	-7	5	-2.4	3	-23	-4
CCOC(=O)c1c(-c2ccccc2)csc1NC(=O)CCN1CCOCC1	3	15	0.2	-2	31	-12	6	0.6	0	-22	-3
CCc1cc2c(NCCC(=O)O)nc(C)nc2s1	1	7	-0.3	2	19	-39	-23	2.9	13	-6	0
Cc1cc(/C=N/NS(=O)(=O)c2ccc(F)c(Cl)c2)no1	9	21	0.0	1	13	4	-2	-0.5	-2	-4	-2
COCCCC1CCN(C(=O)C2CCC(=O)N(CCc3cccc(F)c3)C2)CC1 (centres undefined)	-1	3	0.3	-15	4	-11	1	0.3	-6	10	1
Cc1ccc(C(=O)N2CCN3C(=O)c4ccccc4C23c2ccccc2)cc1 (centres undefined)	-6	19	0.3	4	-1	-3	-1	5.3	-2	-13	2
Cn1nc(C(=O)NNC(=O)Cc2ccc(S(=O)(=O)N3CCOCC3)s2)c2ccccc2c1=O	0	-3	-0.2	17	8	7	-15	0.3	5	6	x
CC(=O)Nc1ccc2nc(SCC(=O)NCCOc3ccccc3)sc2c1	-11	-5	0.4	3	-16	-8	9	-1.8	2	3	4
NS(=O)(=O)c1cccc(NC(=O)COC(=O)C2CCN(S(=O)(=O)c3cccs3)CC2)c1	-11	-2	0.0	1	14	-3	4	-0.5	-3	6	1
CCOC(=O)[C@H]1[C@H]2COc3ccc(C)cc3[C@@H]2N2C(=O)c3ccc(Cl)cc3NC(=O)[C@@]12C	-4	5	0.1	-10	-2	-40	-7	-2.6	7	0	x
CSCC[C@H](NC(=O)c1cccc(S(=O)(=O)N2CCCCC2)c1)c1nc2ccccc2[nH]1	0	3	0.0	-9	-4	-30	16	-1.6	10	26	x
CC(=O)NC(Cc1ccccc1F)C(=O)NC1CCN(S(=O)(=O)c2ccccc2)CC1 (centres undefined)	-23	0	-0.1	4	6	-10	12	-0.4	5	7	x
COc1ccc(-c2c(C)c3ccc(O)cc3oc2=O)cc1	-23	-260	0.0	2	-192	-101	10	-0.6	-51	-13	1
C=CCn1c(SCC(=O)N2CCN(c3ccc(F)cc3)CC2)nnc1-c1ccco1	6	5	0.0	-1	7	18	-18	-3.6	9	75	1
COc1ccccc1N1CCN(CCCCOc2ccc(C)cc2C)CC1	23	3	0.3	9	19	0	10	-0.4	7	18	0
CCNS(=O)(=O)c1ccc(NC(=O)Nc2ccccc2OC)cc1	-39	-46	-0.2	5	-79	-28	-4	6.3	-22	-9	3
CN1CCN(C(=O)c2ccccc2NC(=O)Cc2ccccc2)CC1	11	2	0.0	4	7	-22	1	2.7	-3	1	3
COc1cccc(N2CCN(C(=O)c3ccc(CS(=O)c4ccccc4Cl)o3)CC2)c1 (centres undefined)	49	-7	0.2	-17	31	48	48	-0.5	59	15	0
C=CCc1cccc(/C=N/NC(=O)COc2ccc(-n3cnnn3)cc2)c1O	-25	14	0.1	-4	17	-25	0	-0.3	0	35	2
COc1ccc2cc(S(=O)(=O)N3CCCC(C)C3)ccc2c1 (centres undefined)	48	30	0.5	-6	1	10	4	-0.1	-1	32	4
CN(C)C(C)(C)C#CCCCCC#CC(C)(C)N(C)C	7	-19	0.4	7	-5	-13	8	2.1	-1	2	3
CC(C(=O)NCc1ccco1)n1cc([N+](=O)[O-])cn1 (centres undefined)	8	5	0.0	9	19	0	1	0.6	6	-5	4
O=C(/C=C/c1ccccc1Cl)NCc1cccs1	-17	-252	0.0	-4	-202	-70	16	-1.4	-67	-49	1
CCc1ccc(NC(=O)C(=O)NCCN2CCN(Cc3ccc([N+](=O)[O-])cc3)CC2)cc1	19	23	1.0	-8	12	-6	0	0.0	23	37	1
O=C(O)C1(NS(=O)(=O)c2ccc(F)c(Cl)c2)CCCCC1	13	8	-0.1	-1	11	-4	-3	-2.7	1	3	4
Cc1ccc(N/N=C/c2c(O)cc(C)oc2=O)cc1	-4	11	0.5	8	-21	-41	3	-0.5	-19	26	-4
COc1ccc2cc3cc(C(=O)NC4CC4)sc3nc2c1	67*	-14	0.8	-29	-30	-127	-24	-0.5	3	11	-2
CCc1ccc(CN2CCCC(C(=O)Nc3ccc(-c4cscn4)cc3)C2)o1 (centres undefined)	1	-2	0.5	3	-3	-17	20	-0.5	-6	-2	5
COc1ccc(-c2cc(-c3ccccc3)c(C#N)c(S(C)=O)n2)cc1 (centres undefined)	12	114*	-0.6	-28	76*	18	13	-5.7	70*	2	1
CC1CCCCN1C(=O)CCn1c(=O)oc2ccccc21 (centres undefined)	13	1	-0.1	13	-11	-25	-4	0.5	13	-8	2
COc1cccc(-c2nn(-c3ccccc3)cc2C(=O)OCC(=O)Nc2ncc(Cl)cc2Cl)c1	-7	15	-0.4	4	19	-22	-5	1.2	1	10	3
NS(=O)(=O)c1ccc(CCNC(=O)COC(=O)C2CCN(c3ccc(C(F)(F)F)cn3)CC2)cc1	-3	-11	-0.1	0	1	-7	11	0.0	-2	-7	4
O=S(=O)(c1ccc(NCCOc2ccccc2)nc1)N1CCCC1	2	1	-0.2	-22	9	-29	31	-2.2	-4	5	2
COCCCN1C(=O)c2ccc(C(=O)Nc3ccccc3Cl)cc2C1=O	-37	-1	0.0	10	-10	-3	-15	-0.2	2	-4	2
CCOc1ccc(NC(=S)NC(C)CCc2ccccc2)cc1 (centres undefined)	-22	-3	0.0	-2	18	-6	-6	0.0	-4	4	-1
CC(C)(C)N(NC(=O)Nc1ccc(F)cc1)C(=O)c1ccccc1	-7	-2	-0.1	5	7	8	21	-0.7	-3	16	-3
COc1cc(CN2CCSCC2)c([N+](=O)[O-])cc1OC	-5	22	-0.1	-4	20	-5	5	0.9	x	-4	0
O=S(=O)(Nc1ccc2c(c1)OCO2)c1cccs1	-4	-12	-0.2	-3	-4	0	4	-1.3	-6	5	-1
O=C(c1ccc(Cl)cc1)N1N=C(c2ccccn2)CC1(O)C(F)(F)F (centres undefined)	-6	8	0.1	-1	-6	3	-14	-0.3	12	14	0
CCN(CC)C(=O)Oc1ccnc2cc(Cl)ccc12	-1	11	0.0	-3	23	-16	12	0.8	-15	9	3
O=C(NC(Cc1c[nH]c2ccccc12)C(=O)N/N=C/c1cccnc1)c1cccs1 (centres undefined)	-99	3	-0.5	3	1	-2	-5	-1.4	11	13	4
c1cnc2ccc(C(c3nnnn3C3CCCC3)N3CCSCC3)cc2c1 (centres undefined)	-9	-1	-0.3	-3	6	-9	5	-3.4	6	3	1
COc1ccccc1-c1nc(C#N)c(N2CCN(c3ccccc3)CC2)o1	-21	-12	0.0	-7	-21	-12	-9	1.3	-1	-13	-1
COc1cc(/C=N/NC(=O)CCn2c3ccccc3c3ccccc32)cc(OC)c1OC	5	30	0.1	-7	27	-2	9	0.5	4	3	-5
CCOCCCNC(=S)Nc1ccc2nc3n(c(=O)c2c1)CCCCC3	11	7	0.4	13	8	1	5	0.6	-1	14	1
COc1ccc(NC(=S)NCCc2ccccc2)c(C)c1	0	5	-0.1	7	-6	-9	7	-0.5	-2	-5	4
CCOC(=O)c1[nH]n(-c2ccc(Cl)cc2)c(=O)c1C	12	14	1.0	12	13	-8	-16	-1.4	0	5	-4

Compound profiles (already shown). Screens in order: TWEAK-Fn14 inh	Peg3 promoter	aDG glyco act	KKLEB cytotox	HIF-2a block	NR2E3 ag-1	CF NFkB inh	iPSC survival up	MITF TRPM1 inh	Shn3 3UTR inh	NR2E3 ag-2
Profile of `COc1ccc(-c2cc(-c3ccccc3)c(C#N)c(S(C)=O)n2)cc1` (centres undefined) → 12	114*	-0.6	-28	76*	18	13	-5.7	70*	2	1
Profile of `O=C(NC(Cc1c[nH]c2ccccc12)C(=O)N/N=C/c1cccnc1)c1cccs1` (centres undefined) → -99	3	-0.5	3	1	-2	-5	-1.4	11	13	4

The list continues:
mol	TWEAK-Fn14 inh	Peg3 promoter	aDG glyco act	KKLEB cytotox	HIF-2a block	NR2E3 ag-1	CF NFkB inh	iPSC survival up	MITF TRPM1 inh	Shn3 3UTR inh	NR2E3 ag-2
COc1ccc(NC(=O)CCn2cccc2)c(OC)c1	-4	-4	0.5	0	-6	-7	5	1.2	-3	9	4
COc1ccc(CC(=O)Nc2ccccc2C(F)(F)F)cc1S(=O)(=O)N1CCOCC1	8	19	0.1	-24	10	-21	7	-0.9	x	-16	x
CC(=O)C1=C(O)C(=O)N(CCc2c[nH]c3ccccc23)C1c1ccco1 (centres undefined)	9	4	-0.1	-2	4	-21	-7	0.2	-5	-3	4
COc1ccc(S(=O)(=O)N2CCCCCC2)cc1C(=O)OCc1cccc(OC)c1OC	23	51*	-0.2	-7	1	12	22	-0.1	0	-13	0
O=P(NC1CCCCC1)(c1ccccc1)c1ccccc1	8	8	0.4	-14	7	3	31	1.2	-13	-32	x
O=C(COc1ccc(F)cc1Cl)NC1CCCCCC1	3	-307	0.1	0	-240	-101	9	0.0	-78	-72	1
CC(C)(C)OC(=O)C[C@@H]1C/C=C\C[C@@H](CC(=O)N(CCO)Cc2ccccc2)C(=O)N[C@@H](c2ccccc2)COC1=O	-5	6	-0.3	-1	9	0	-9	-4.1	1	6	x
COc1ccc(N2CCN(C(=O)Cc3csc(NC(=O)Nc4ccccc4OC)n3)CC2)cc1	28	38	0.7	-17	18	13	14	-0.4	-2	13	0
CC1=C(C(=O)OC2CCCCC2)C(c2cccnc2)n2ncnc2N1 (centres undefined)	8	4	-0.2	0	9	-21	-6	1.2	2	16	3
